KCNK9 inh: inhibitors of human KCNK9 two-pore domain potassium channel. Q9NPC2. HEK293 KCNK9, FluxOR thallium flux fluorescence; stronger effect = lower value. B-score at 10 µM. actives 1.2% (n = 310,000). AID 488922;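 active = ratio B-score over 3 SD below the library mean, with starting fluorescence within 5 SD of its mean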;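 note: negative B-score means less thallium flux so channel inhibition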
KCNK3 inh: human KCNK3 channel inhibition, primary screen; O14649; B-score at 10 µM; actives 0.84% (n = 340,000); CHO-KCNK3 thallium flux, FluxOR fluorescence; stronger effect = lower value;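 active = B-score under library mean minus 4 SD, starting fluorescence ratio at most library mean plus 5 SD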;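 note: more negative B-score means stronger inhibition of thallium flux through KCNK3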
HDAC3 inhib: inhibitors of human histone deacetylase 3; recombinant HDAC3, fluorogenic peptide/trypsin coupled, fluorescence; inhibition, % at 8.3 µM; actives 0.15% (n = 320,000); O15379; in the data active = inhibition above about 26%, passing the limit was not always enough
Target sequence (O15379 whole entry, looked up): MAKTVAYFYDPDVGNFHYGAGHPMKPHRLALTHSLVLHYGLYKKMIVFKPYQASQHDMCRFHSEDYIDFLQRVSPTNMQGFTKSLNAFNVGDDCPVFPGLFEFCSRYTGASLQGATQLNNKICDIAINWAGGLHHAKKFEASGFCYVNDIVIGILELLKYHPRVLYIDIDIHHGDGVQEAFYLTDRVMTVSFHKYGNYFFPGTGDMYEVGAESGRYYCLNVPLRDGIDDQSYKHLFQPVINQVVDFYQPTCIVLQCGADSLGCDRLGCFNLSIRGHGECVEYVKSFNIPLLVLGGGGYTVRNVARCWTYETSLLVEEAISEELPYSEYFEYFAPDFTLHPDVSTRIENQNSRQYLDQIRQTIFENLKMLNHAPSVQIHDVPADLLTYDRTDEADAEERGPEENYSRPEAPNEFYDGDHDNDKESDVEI
Dyrk1A ADPGlo: blocks rat Dyrk1A kinase activity; ADP-Glo luminescence, NFATc1 peptide; actives 0.43% (n = 310,000); Q63470; AID 504441; inhibition, % at 12.5 µM; in the data active = inhibition above about 50%;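 note: plate controls were vehicle with enzyme for no effect and no enzyme for full effect; many of its hits are not listed in these tables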
GSK3B inh: inhibitors of human GSK3beta kinase | P49841 | actives 0.038% (n = 300,000) | GST-GSK3beta kinase, ADP-Glo luminescence, 60 min; stronger effect = lower value | activity score (negative = inhibition), % at 10 µM;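 active = more than half of replicate wells score below -50%, meaning over 50% inhibition versus plate controls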;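 note: 0% = median DMSO wells and -100% = median GW8510 positive control wells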
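Test system – GST-tagged human GSK3beta kinase, cell-free · Incubation – 60 min enzyme reaction, room temperature · Signal – ADP-Glo luminescence · Also added – peptide substrate and ATP at 25 µM · Controls – DMSO neutral wells and GW8510 at 20 µM as positive · Buffer or medium – Tris/MgCl2 kinase buffer · Measure – Luminescence-derived activity versus plate DMSO and GW8510 wells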
KCNQ1 act: human KCNQ1 channel potentiation or activation; P51787; CHO-K1 KCNQ1, thallium flux FluxOR fluorescence; stronger effect = higher value; B-score at 10 µM; actives 0.35% (n = 310,000); AID 2648;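 active = fluorescence ratio B-score, a plate-corrected score, at least three library SD, with initial intensity B-score within 5 SD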
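Doses: Single concentration per compound, DMSO matched to controls | Test system: KCNQ1-transfected CHO-K1 cells | Timing: 90 min dye loading and 20 min compound exposure, both at room temperature | Measured by: Kinetic FluxOR thallium fluorescence, 10-s 1-Hz baseline, 110-s post-stimulus read | Medium: Assay buffer with matched DMSO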
PolyA inh: blocks polyadenylation in yeast reporter cells | S. cerevisiae SKY197-pL101 polyadenylation reporter, beta-gal luminescence; efflux-impaired pdr1/pdr3 knockout yeast; score 100 = 6 SD above DMSO | calls only at 12 µM | actives 0.02% (n = 300,000) | AID 1875;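 active = lowest replicate activity score at least 50, where 100 means six control SD above control mean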;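 note: yeast exposed to compound for 9 h at 30 °C; higher score means more reporter readthrough which indicates perturbed polyadenylation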
KCNQ1 inh: inhibitors of human KCNQ1 potassium channel; P51787; actives 1.3% (n = 310,000); CHO-K1 KCNQ1, FluxOR thallium flux fluorescence; stronger effect = higher value; B-score at 10 µM; AID 2642;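 active = compounds whose thallium flux B-score, printed positive for inhibition, exceeds three library SD while starting fluorescence stays within three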;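 note: channel opened by potassium depolarization with thallium stimulus after 20 min compound exposure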
hERG protect: compounds protecting human hERG from proarrhythmic drug block. Q12809. CHO-hERG, FluxOR thallium flux, dofetilide IC70 present. activation (rescue from dofetilide block), less the hit threshold, % at 10 µM. actives 0.51% (n = 310,000). AID 1511;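 active = activation above the mean of controls blocked by dofetilide plus 5 SD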;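 note: thallium influx through hERG after potassium depolarization seen as dye fluorescence rise; in these data hits start at about 4.7%; inactives centre near -7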
GSK3 alpha inh: human GSK-3 alpha kinase inhibition; inhibition, % at 10 µM; ADP-Glo luminescence, 60 min; actives 0.1% (n = 320,000); AID 2650; P49840;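 in the data active = inhibition above about 50%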;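 note: GST-tagged GSK-3 alpha with peptide substrate and 25 µM ATP; 0% = DMSO neutral wells and 100% = GW8510 positive control wells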
Target sequence (P49840 whole entry, looked up): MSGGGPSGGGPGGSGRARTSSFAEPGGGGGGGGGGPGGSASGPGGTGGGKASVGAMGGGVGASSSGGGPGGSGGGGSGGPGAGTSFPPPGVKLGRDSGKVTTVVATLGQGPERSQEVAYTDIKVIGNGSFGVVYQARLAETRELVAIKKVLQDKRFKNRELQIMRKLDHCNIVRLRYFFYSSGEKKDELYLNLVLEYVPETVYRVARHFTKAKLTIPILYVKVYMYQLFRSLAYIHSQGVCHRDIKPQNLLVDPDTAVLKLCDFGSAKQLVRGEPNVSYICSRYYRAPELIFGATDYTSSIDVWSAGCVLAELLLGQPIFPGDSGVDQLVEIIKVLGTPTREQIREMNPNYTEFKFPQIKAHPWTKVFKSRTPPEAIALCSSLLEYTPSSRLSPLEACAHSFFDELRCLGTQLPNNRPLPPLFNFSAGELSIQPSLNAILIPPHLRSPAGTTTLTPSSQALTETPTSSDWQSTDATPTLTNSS
RGS4 pot: RGS4 potentiation or activation; HEK293 M3R/inducible RGS4, carbachol calcium flux Fluo4; stronger effect = lower value; B-score at 10 µM; actives 0.92% (n = 310,000); AID 463111;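 active = B-score of the integrated calcium signal more than 4 SD below the library mean, with starting fluorescence not abnormally high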;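 note: negative B-score means reduced calcium response which marks RGS4 activation or potentiation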
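Material: Inducible-RGS4 HEK293 cells carrying M3 receptor; also added: carbachol at ECmax as muscarinic agonist stimulus; incubation: compound preincubation 20 min at room temperature before agonist; signal: Fluo4-AM (2 µM) calcium-flux fluorescence, kinetic read; measure: integrated calcium ratio converted to B score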
* marks the source's active call; other numbers are inactive results; i = inactive; · = not tested or not shown. Only part of the results is shown; count on the stated rates, not on these rows.

structure | KCNK9 inh | KCNK3 inh | HDAC3 inhib | Dyrk1A ADPGlo | GSK3B inh | KCNQ1 act | PolyA inh | KCNQ1 inh | hERG protect | GSK3 alpha inh | RGS4 pot
COc1ccc(OC)c2[nH]c(C(=O)N/N=C/c3ccccc3O)cc12 | i | i | -9 | 8 | 2 | i | i | i | -12 | -1 | i
CC(=O)n1cc(/C=N/NC(=O)c2ccc(Cl)cc2)c2ccccc21 | i | i | 3 | 1 | 0 | i | i | i | -1 | -2 | i
Cc1ccccc1NC(=O)Cc1nc(COC(=O)c2cccc([N+](=O)[O-])c2)cs1 | i | i | 1 | -4 | 0 | i | i | i | -12 | 0 | i
CCOC(=O)c1nn(-c2ccc(F)cc2)c(-c2ccccc2)c1C(=O)c1ccccc1 | i | i | -1 | 4 | 1 | i | i | i | -2 | 22 | i
O=C(Nc1nc(-c2cc3ccccc3oc2=O)cs1)c1ccco1 | i | i | -4 | 3 | 3 | i | i | i | 0 | -2 | i
CCOc1cc(C(=O)NCC(=O)N/N=C/c2sccc2C)cc(OCC)c1OCC | i | i | 3 | 1 | 0 | i | i | i | -16 | -2 | i
Cc1ccc(NC(=S)N(Cc2cccc(Br)c2)CC2CCC(C(=O)O)CC2)cc1Cl (stereo unspecified) | i | i | 9 | -4 | 0 | i | i | i | -26 | -4 | i
CCOC(=O)CSc1nnc(NC(=O)c2cccc(S(=O)(=O)N3CCCCCC3)c2)s1 | i | i | -9 | 0 | 6 | i | i | i | -8 | · | i
CN1CCC(OC(=O)c2cc3cc(Cl)cc(Cl)c3oc2=O)CC1 | i | i | 1 | 2 | 2 | i | i | i | -5 | -1 | i
COC(=O)c1cccc(CN2C(=O)SC(Nc3ccccc3)C2=O)c1 (stereo unspecified) | i | i | 1 | 0 | 2 | i | i | i | -3 | -2 | i
COC(=O)c1ccc(OC)c(Cn2c(=O)n(C)c(=O)c3ccccc32)c1 | i | i | 1 | 1 | 1 | i | i | i | -10 | -1 | i
O=[N+]([O-])c1cc(S(=O)(=O)N2CCCCC2)ccc1NCCCN1CCOCC1 | i | i | -2 | -1 | 1 | i | i | i | -6 | -2 | i
C[C@@H]1CCC[C@H](C)N1NC(=O)c1ccc(Cl)c(S(N)(=O)=O)c1 | i | i | 4 | 5 | 1 | i | i | i | -7 | -2 | i
CN(Cc1ccccc1)S(=O)(=O)c1ccc(NC(=S)NC(=O)C2CCCC2)cc1 | i | i | -1 | -7 | -2 | i | i | i | -9 | -3 | i
O=C(NCc1ccncc1)C1CCCN(S(=O)(=O)c2cc(Cl)ccc2Cl)C1 (stereo unspecified) | i | i | · | 8 | -1 | i | i | i | -12 | -3 | i
COc1ccccc1/C=N/NC(=O)CCn1cnc2ccccc21 | i | i | -2 | -2 | 2 | i | i | i | -12 | -2 | i
O=C(COc1ccc2ccccc2c1Br)N1CCOCC1 | i | i | -13 | 8 | -2 | i | i | i | -1 | -3 | i
O=C(NCc1ccc2c(c1)OCO2)c1ccc(Cl)c(S(=O)(=O)N2CCOCC2)c1 | i | i | -1 | 2 | 0 | i | i | i | -16 | 0 | i
COc1ccc(CCNC(=O)c2ccc(CNc3c(N4CCOCC4)c(=O)c3=O)cc2)cc1OC | i | i | -4 | -4 | -7 | i | i | i | -12 | -1 | i
Cc1cccc2cc(CNCc3ccccc3)c(Cl)nc12 | i | i | -3 | -3 | -2 | i | i | i | -25 | -1 | i
COc1ccccc1Nc1nnc(SCC(=O)Nc2nc(-c3ccc(F)cc3)cs2)s1 | i | i | -21 | 2 | 1 | i | i | i | 4 | -2 | i
CC(C)c1ccc(-n2c(-c3ccccc3)c[n+]3c2CCc2ccccc2-3)cc1 | -16* | i | · | 1 | -5 | i | i | i | -49 | · | i
COc1ccccc1N1CCN(C(=O)CCc2nnc3ccc(N4CCOCC4)nn23)CC1 | i | i | 1 | -2 | -2 | i | i | i | -14 | 0 | i
O=[N+]([O-])c1ccc2nc(-c3ccccn3)[nH]c2c1 | i | i | 5 | · | -5 | i | i | i | -5 | -1 | i
Nc1cccc(C(=O)OCC(=O)Nc2cccc3c2C(=O)c2ccccc2C3=O)c1 | i | i | -4 | -6 | -4 | i | · | i | -12 | 4 | i
CN(Cc1c(O)ccc2c1oc(=O)c1ccccc12)C1CCCCC1 | i | i | -2 | 29 | -1 | i | i | i | -5 | 0 | i
O=C(NCCCn1ccnc1)c1ccc(Br)c(S(=O)(=O)N2CCOCC2)c1 | i | i | -2 | 4 | 1 | i | i | i | -9 | -2 | i
C/C(=C\C(=S)Nc1ccccc1)Nc1ccccc1 | i | i | -2 | -3 | 3 | i | i | i | -11 | -4 | i
COc1cccc(C(=O)Nc2cccc(OCC(=O)c3ccccc3)c2)c1 | i | i | 0 | 7 | 2 | i | i | i | -12 | 0 | i
CCCCOCCCn1cnc2c([nH]c3cc(OC)ccc32)c1=O | i | i | 5 | 2 | 0 | i | i | i | -6 | -2 | i
CCCCCCCN1N=C(C)C(C(=O)c2ccccc2)C1=O (stereo unspecified) | i | i | 6 | -1 | 5 | i | i | i | -6 | -2 | i
CN1CCN(CCCNC(=O)CCCOc2cc(=O)n(C)c3ccccc23)CC1 | i | i | 13 | -2 | 0 | i | i | i | -9 | 1 | i
COc1ccc(NC(=O)NNC(=O)C(O)(c2ccccc2)c2ccccc2)cc1 | i | i | -3 | -7 | 1 | i | i | i | -19 | -1 | i
COc1ccc2c(c1)c(C(=O)N/N=C/c1ccc(Cl)cc1)c(C)n2C | i | i | 7 | · | 4 | i | i | i | -9 | 3 | i
CN(C)S(=O)(=O)Nc1ccc(C(=O)O)cc1 | i | i | 4 | 1 | 4 | i | i | i | -11 | -1 | i
O=C1CCCN1CCCNc1ncnc2sccc12 | i | i | -2 | 8 | 2 | i | i | i | -11 | 5 | i
CC1CCCC(C)N1C(=O)CSc1nnnn1Cc1ccccc1 (stereo unspecified) | i | i | 0 | 5 | 1 | i | i | i | -11 | 1 | i
C=CCSc1nnc2c(n1)OC(c1cccnc1)Nc1ccccc1-2 (stereo unspecified) | i | i | -3 | -1 | -1 | i | i | i | -9 | 5 | i
CC(NC(=O)C(C)(C)C)c1nc2ccccc2n1C (stereo unspecified) | i | i | -1 | 1 | 2 | i | i | i | -10 | -8 | i
COc1cc(/C=N/N=C(/N)c2nonc2N)cc(Br)c1OCc1ccccc1C | i | i | -7 | -2 | 4 | i | i | i | -13 | 0 | i
Cc1[nH]nc2cn[nH]c12 | i | i | 3 | -1 | 2 | i | i | i | -7 | 3 | i
CCc1nc(N2CCCC2)c(C#N)c2c1CCCC2 | i | i | -5 | 0 | 5 | i | i | i | -4 | -2 | i
Cc1ccccc1NS(=O)(=O)c1ccc(OCC(=O)N2CCCC2)cc1 | i | i | -5 | 4 | 0 | i | i | i | -4 | -4 | i
Cc1onc(-c2ccccc2)c1C(=O)Nc1ccc(N2CCOCC2)cc1 | i | i | 2 | -2 | 1 | i | i | i | -5 | -8 | i
O=C(NCC(c1ccco1)N1CCOCC1)c1c(F)cccc1F (stereo unspecified) | i | i | -4 | · | -3 | i | i | i | -7 | 2 | i
O=C(O)c1cccc2c(-c3ccccc3)c(-c3ccccc3)[nH]c12 | i | i | 15 | 21 | 2 | i | i | i | -16 | -6 | i
CC(=O)NCc1ccc(S(=O)(=O)NC(C(=O)O)C(C)C)cc1 (stereo unspecified) | i | i | -3 | · | -1 | i | i | i | -17 | -1 | i
CN(C)/C=C(\C#N)S(=O)(=O)C(C)(C)C | i | i | -3 | 6 | -2 | i | i | i | -4 | 1 | i
Cc1cc(Cl)c2oc(C(=O)N3CCC(O)(c4ccccc4)CC3)c(C)c2c1 | i | i | 9 | -4 | 1 | i | i | i | 1 | 3 | i
C#C[C@]1(O)CC[C@H]2[C@@H]3[C@H](C)CC4=C(CCC(=O)C4)[C@H]3CC[C@@]21C | i | · | -4 | · | -1 | i | i | i | -7 | -2 | i
COc1ccc(C2C(C(C)=O)=C(O)C(=O)N2Cc2ccccc2)c(OC)c1 (stereo unspecified) | i | i | 3 | -2 | 1 | i | i | i | -6 | 2 | i
Cc1ccc(N2CCN(S(=O)(=O)c3nnc(NC(=O)c4ccccc4)s3)CC2)cc1 | i | i | · | -4 | 2 | i | i | i | -4 | 7 | i
Cc1cccc(C)c1OCC(=O)NCc1nnc(SCC(=O)NC2CCCCC2C)n1C (stereo unspecified) | i | i | -4 | 0 | -6 | i | i | i | -14 | -2 | i
O=C(Nc1cccc(Cl)c1)C1CCCN(S(=O)(=O)c2ccc(F)cc2)C1 (stereo unspecified) | i | i | · | -5 | -1 | i | i | i | -7 | · | i
Cc1ccc(C(=O)c2coc3ccc(O)c(CN(C)C)c23)cc1 | i | i | -1 | -3 | 2 | i | i | i | -1 | -1 | i
COc1ccccc1C(=O)C1CCCN(C(=O)c2ccccc2Cl)C1 (stereo unspecified) | i | i | · | · | -8 | i | i | i | -6 | · | i
Cc1c(NC(=O)CCC2CCCCC2)c(=O)n(-c2ccccc2)n1C | i | i | 0 | -7 | 3 | i | i | i | -3 | 0 | i
CC(Nc1n[nH]c(=O)[nH]c1=O)C(=O)N/N=C/c1cccs1 (stereo unspecified) | i | i | 0 | 0 | 1 | i | i | i | -8 | 0 | i

Reprinted at random: 2 records from the list.
structure | KCNK9 inh | KCNK3 inh | HDAC3 inhib | Dyrk1A ADPGlo | GSK3B inh | KCNQ1 act | PolyA inh | KCNQ1 inh | hERG protect | GSK3 alpha inh | RGS4 pot
Cc1ccc(C(=O)c2coc3ccc(O)c(CN(C)C)c23)cc1 | i | i | -1 | -3 | 2 | i | i | i | -1 | -1 | i
Cc1c(NC(=O)CCC2CCCCC2)c(=O)n(-c2ccccc2)n1C | i | i | 0 | -7 | 3 | i | i | i | -3 | 0 | i

Compound activity deposited in PubChem by several laboratories.
